Compound activity deposited in PubChem BioAssay by National Center for Advancing Translational Sciences (NCATS).
Pol beta inh – qHTS Assay for Inhibitors of DNA Polymerase Beta; Potency, µM (series often up to 114 µM), for inactives: at the top dose activity change, negative = inhibition, usual class: inhibitors; 1.3% of 340,000 active; AID 485314, 2010; Pol beta primer extension/strand displacement, fluorescence kinetic; further: on the % scale 0 is the no-effect control and ±100 the full control effect
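Human Pol beta at 10 nM; strand-displacement substrate 50 nM final. Compound exposure 15 min at room temperature before start, reaction 10 min at room temperature.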
APEX1 inh – qHTS Assay for Inhibitors of the Human Apurinic/apyrimidinic Endonuclease 1 (APE1); recombinant APE1, TAMRA/BHQ-2 abasic DNA cleavage fluorescence; Potency, µM (series often up to 65.8 µM), for the others: at the highest dose activity change, negative = inhibition, usual class: inhibitors; 0.35% of 350,000 active; AID 2517, 2012;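 further: plate controls were vehicle for no effect and reference inhibitor for full effect; nearly all actives have a fitted effect of over 55% in size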
Target sequence (P27695 whole entry, looked up): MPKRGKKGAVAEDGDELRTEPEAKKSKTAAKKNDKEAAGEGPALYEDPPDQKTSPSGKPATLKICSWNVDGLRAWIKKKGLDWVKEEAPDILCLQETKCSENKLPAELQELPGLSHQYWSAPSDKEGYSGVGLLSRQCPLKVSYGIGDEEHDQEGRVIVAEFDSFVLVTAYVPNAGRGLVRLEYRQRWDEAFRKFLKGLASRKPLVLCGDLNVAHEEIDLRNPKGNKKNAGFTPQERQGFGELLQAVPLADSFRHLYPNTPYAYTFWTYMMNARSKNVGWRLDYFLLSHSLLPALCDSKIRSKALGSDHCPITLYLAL
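APE1 at 0.75 nM final was preincubated with compound 15 min at room temperature, then 50 nM double-stranded THF abasic-site substrate (5'-TAMRA/3'-BHQ-2) was added. Fluorescence (ex 525/em 598 nm) was read kinetically; third-minus-first read gave activity.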
G9a inh – qHTS Assay for Inhibitors of Histone Lysine Methyltransferase G9a; Histone-lysine N-methyltransferase EHMT2 (Homo sapiens), Q96KQ7; G9a H3K9 monomethylation, AlphaScreen, 2 h; Potency, µM (titrated, usually from 102 µM), without a hit: at the top dose activity, negative = inhibition, hits mostly inhibitors; 8.8% of 350,000 active; AID 504332, 2011; further: on the % scale 0 is the no-effect control and ±100 the full control effect; nearly all actives have a fitted effect of over 75% in size
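Methyltransferase reactions run at room temperature for 2 h (20 nM enzyme, 500 nM biotin-H3K9 peptide, 20 uM SAM) after a 15 min compound preincubation; product detected by AlphaScreen beads and anti-H3K9me1 antibody.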
BAZ2B inh – qHTS Assay for Inhibitors of BAZ2B; AlphaScreen BAZ2B-H3K14Ac peptide displacement; Potency, µM (titrated, usually from 114 µM), inactives show at the highest dose activity change, negative = inhibition, usual class: inhibitors; 4.4% of 360,000 active; AID 504333, 2011; further: on the % scale 0 is the no-effect control and ±100 the full control effect; nearly all actives have a fitted effect of over 60% in size
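Multi-concentration screen (max 110 uM) measuring displacement of acetylated histone H3 peptide from BAZ2B by AlphaScreen, using 50 nM protein, 50 nM peptide and 10 ug/mL streptavidin donor plus Ni-chelate acceptor beads.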
Pol kappa inh – qHTS for Inhibitors of Polymerase Kappa; DNA polymerase kappa (Homo sapiens), Q9UBT6; purified Pol kappa, fluorescent DNA synthesis assay, 10 min; Potency, µM (doses to about 107 µM), without a hit: at the highest dose activity, negative = inhibition, hits mostly inhibitors; 0.53% of 400,000 active; AID 588579, 2011; further: on the % scale 0 is the no-effect control and ±100 the full control effect
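Activity was followed as the change in fluorescence between reads at 0 and 10 min after starting the reaction with 50 nM substrate. Beforehand, 10 nM polymerase had been preincubated with compound for 15 min at room temperature.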
POLH inh – qHTS for Inhibitors of Polymerase Eta; AID 588591, 2011; 1.2% of 390,000 active; recombinant Pol eta, fluorescent DNA replication assay; Potency, µM (titrated, usually from 114 µM), inactives show at the top dose activity change, negative = inhibition, hits mostly inhibitors; DNA polymerase eta (Homo sapiens), Q9Y253; further: on the % scale 0 is the no-effect control and ±100 the full control effect
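Pol eta (10 nM) was preincubated with compounds for 15 min at room temperature, after which fluorescent replication substrate (50 nM final) was added to start the reaction. Fluorescence was read kinetically at 0 and 10 min.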
BLM helicase inh – qHTS Assay for Inhibitors of Bloom's syndrome helicase (BLM); recombinant BLM DNA unwinding, fluorescence dequenching; Potency, µM (titrated, usually from 56.1 µM), for inactives: at the top dose activity change, negative = inhibition, most hits filed as inhibitors; AID 2528, 2010; RecQ-like DNA helicase BLM (Homo sapiens), P54132; 0.2% of 350,000 active;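 further: plate controls were vehicle for no effect and no enzyme for full effect; nearly all actives have a fitted effect of over 35% in size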
JMJD2A Tudor – qHTS Assay for Inhibitors of JMJD2A-Tudor Domain; Lysine-specific demethylase 4A (Homo sapiens), O75164; AlphaScreen JMJD2A-Tudor / H3K4me3 peptide binding; Potency, µM (top dose mostly 114 µM), for the others: at the highest dose activity change, negative = inhibition, usual class: inhibitors; 4.4% of 390,000 active; further: on the % scale 0 is the no-effect control and ±100 the full control effect; nearly all actives have a fitted effect of over 50% in size
POLI inh – qHTS for Inhibitors of Polymerase Iota; Potency, µM (doses to about 115 µM), inactives show top-dose activity, negative = inhibition, usual class: inhibitors; 1% of 390,000 active; Pol iota fluorescent replication assay, 10 min; DNA polymerase iota (Homo sapiens), Q9UNA4
Target sequence (Q9UNA4 whole entry, looked up): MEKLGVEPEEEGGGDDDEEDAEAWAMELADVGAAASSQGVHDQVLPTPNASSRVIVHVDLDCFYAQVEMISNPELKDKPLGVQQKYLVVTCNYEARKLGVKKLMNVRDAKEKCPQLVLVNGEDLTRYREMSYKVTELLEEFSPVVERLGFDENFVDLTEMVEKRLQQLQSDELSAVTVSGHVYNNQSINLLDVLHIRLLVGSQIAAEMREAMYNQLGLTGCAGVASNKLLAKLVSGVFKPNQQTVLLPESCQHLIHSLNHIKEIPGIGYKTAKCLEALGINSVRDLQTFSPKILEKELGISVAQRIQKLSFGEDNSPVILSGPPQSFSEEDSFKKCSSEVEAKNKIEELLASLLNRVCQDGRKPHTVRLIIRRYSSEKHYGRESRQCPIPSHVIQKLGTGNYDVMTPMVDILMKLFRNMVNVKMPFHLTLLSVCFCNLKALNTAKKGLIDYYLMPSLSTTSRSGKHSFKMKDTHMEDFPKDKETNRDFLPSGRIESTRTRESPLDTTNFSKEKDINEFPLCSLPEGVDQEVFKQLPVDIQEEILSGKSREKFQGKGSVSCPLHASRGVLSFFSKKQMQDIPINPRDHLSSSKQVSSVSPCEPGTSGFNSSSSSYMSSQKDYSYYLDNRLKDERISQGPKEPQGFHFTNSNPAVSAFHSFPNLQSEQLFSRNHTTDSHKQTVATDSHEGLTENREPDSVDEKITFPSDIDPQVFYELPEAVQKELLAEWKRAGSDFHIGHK
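Pol iota at 10 nM preincubated 15 min with compounds at room temperature; reaction started with fluorescent substrate, 50 nM final. Fluorescence read kinetically at 0 and 10 min; buffer-only wells as negative control.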
* = called active by the depositor; ? = inconclusive; / = no result given; & = joins results of further samples; [ ] = another dose, or the depositor's remark. The call rests on the fitted dose curve; in most records, active means well fitted curve in the direction sought with a large enough effect; inconclusive means small, poorly fitted or top-dose-only effect, or another doubt; inactive means no such curve, though single readings can be large; an effect the other way counts as inactive or inconclusive. Potency means the concentration at half of the fitted maximal effect.

SMILES	Pol beta inh	APEX1 inh	G9a inh	BAZ2B inh	Pol kappa inh	POLH inh	BLM helicase inh	JMJD2A Tudor	POLI inh
Cc1ccc(-c2cn3cccnc3n2)cc1NC(=O)c1c(-c2ccccc2Cl)noc1C	14%	18%	/	-2%	-8%	-6%	-4%	-15%	15%
CCN(CC)S(=O)(=O)c1ccc(S(=O)(=O)N2CCN(C(=O)c3ccco3)CC2)cc1	0%	-3%	8%[59 µM]	1%	-13%	-2%	1%	-5%	7%
CC(C(=O)NN=C(c1ccccc1)c1ccccc1)N1CCOCC1 (stereo not given)	-4%	0%	1%	-19%	1%	0%	-3%	-29%	21%
Cc1cccc(C)c1NC(=O)CSc1nnc(-c2cccnc2)o1	-21%	8%	9%[59 µM]	-13%	-1%	0%	-3%	-18%	119%[activator]
CC1CCCCN1C(=O)CSc1nc(-c2ccccc2)cc(=O)[nH]1 (stereo not given)	-6%	13%	-5%[12.7 µM]	0%	-8%	2%	-1%	-4%	9%
O=C(CCNS(=O)(=O)c1ccc(Cl)cc1)NCc1cccnc1	19%	-1%	10%	-2%	-3%	-12%	0%	-17%	39%[activator]
CCOc1ccc(CC2S/C(=N/N=C/c3ccco3)NC2=O)cc1 (stereo not given)	12%	10%	-19%	-19%	5%	-7%	5%	-9%	16%
Cn1c(SCc2ccccn2)nnc1-c1cnccn1	1%	0%	-21%	-16%	-5%	-10%	2%	-5%	-5%
CCOc1ccc(-n2c(C)cc(/C=N/N(C)C)c2C)cc1	3%	-5%	45µM*	?	-5%	-2%	-10%	45µM*	-8%
CC1Sc2ccc(S(=O)(=O)CCC(=O)NCc3ccccc3)cc2NC1=O (stereo not given)	?	23%	-23%	-18%[57.1 µM]	?	-12%	-1%	79µM*	?
Cc1ccc(NC(=S)NCCc2ccc(S(N)(=O)=O)cc2)cc1C	0%[57.1 µM]	-8%	-3%	-3%	-8%	-23%	0%	7%[57.1 µM]	3%
CCC(=O)N1CCN(c2ccc(NC(=S)NC(=O)c3cccc([N+](=O)[O-])c3)cc2)CC1	15%	-3%	?	-7%	-23%	-2%	-8%	-29%	7%
CC1(C)CC(NC(=O)C23CCC(C)(C2Br)C3(C)C)CC(C)(C)N1 (stereo not given)	1%	6%	21%	7%	0%	-15%	-4%	-18%	89%[activator]
CCCc1cc(=O)oc2cc(OCC(=O)NCCCN3CCOCC3)ccc12	8%	17%	/	-2%	-15%	-9%	1%	-9%	57%[activator]
Cc1ccc(C(=O)NCc2ccccn2)o1	2%	-5%	12%[59 µM]	6%	-11%	-17%	-2%	2%	0%

Only POLI inh and POLH inh, for 3 of the compounds above:
mol | POLI inh | POLH inh
O=C(CCNS(=O)(=O)c1ccc(Cl)cc1)NCc1cccnc1 | 39%[activator] | -12%
CCOc1ccc(CC2S/C(=N/N=C/c3ccco3)NC2=O)cc1 (stereo not given) | 16% | -7%
Cn1c(SCc2ccccn2)nnc1-c1cnccn1 | -5% | -10%

Complete entries as entered above. Order of screens: Pol beta inh | APEX1 inh | G9a inh | BAZ2B inh | Pol kappa inh | POLH inh | BLM helicase inh | JMJD2A Tudor | POLI inh
`Cc1ccc(NC(=S)NCCc2ccc(S(N)(=O)=O)cc2)cc1C` reads 0%[57.1 µM] | -8% | -3% | -3% | -8% | -23% | 0% | 7%[57.1 µM] | 3%
`CC1Sc2ccc(S(=O)(=O)CCC(=O)NCc3ccccc3)cc2NC1=O` (stereo not given) reads ? | 23% | -23% | -18%[57.1 µM] | ? | -12% | -1% | 79µM* | ?
`CC1CCCCN1C(=O)CSc1nc(-c2ccccc2)cc(=O)[nH]1` (stereo not given) reads -6% | 13% | -5%[12.7 µM] | 0% | -8% | 2% | -1% | -4% | 9%
`CC1(C)CC(NC(=O)C23CCC(C)(C2Br)C3(C)C)CC(C)(C)N1` (stereo not given) reads 1% | 6% | 21% | 7% | 0% | -15% | -4% | -18% | 89%[activator]

Going on with the list:
SMILES	Pol beta inh	APEX1 inh	G9a inh	BAZ2B inh	Pol kappa inh	POLH inh	BLM helicase inh	JMJD2A Tudor	POLI inh
O=C(COC(=O)c1ccccc1Br)Nc1ccccc1F	-28%	-7%	-1%	2%	-4%	-8%	-4%	0%	-15%
CCOC(=O)N1CCN(C(=O)CCSc2ccc(C)cc2)CC1	0%	-2%	-8%[59 µM]	0%	-7%	-15%	6%	-25%[11.4 µM]	2%
COc1ccc(CCN(C)C(=O)CCCN2C(=O)c3cccc4cccc(c34)C2=O)cc1OC	32%	8%	/	?	2%	-15%	0%	-16%	7%
CCCn1c2ccccc2c2cnn(CC(=O)N3CCN(c4ccccc4)CC3)c(=O)c21	12%	/	-28%[59 µM]	-13%	-13%[60.1 µM]	-19%	3%	-22%	-18%
CC(C)Oc1ccc(/C=C/C(=O)NCC2COc3ccccc3O2)cc1 (stereo not given)	9%	?	-38%	7%	-10%	-28%	-11%	0%	1%[58.9 µM]
Oc1ccc(-c2nccc(-c3ccc(Br)cc3)n2)cc1	80%	11%	?	-16%	-5%	-19%	-9%	-32%	1%
O=C(O)c1cnc(-c2ccccc2)nc1C(F)(F)F	14%	3%	?	-27%	-15%	-1%	-2%	-30%	47%[activator]
COc1cccc(CNc2nc3ccc(NC(C)=O)cc3s2)c1	/	/	/	/	15%	-17%	/	-10%	-6%
O=C(CN1C(=O)CCC1=O)Nc1ccc(Cc2ccc(NC(=O)CN3C(=O)CCC3=O)cc2)cc1	5%	-3%	17%	6%	-5%	5%	-5%	2%	3%
Cc1nc2ccccc2c(=O)n1NC(=O)c1cncc(Br)c1	18%	9%	4%	-8%	-7%	-4%	-6%	-13%	37%[activator]
NC(=O)CSc1nnc(NC(=O)c2ccc(S(=O)(=O)N3CCCCC3)cc2)s1	/	31%	6.3µM*	6%	-1%	-11%	/	-9%	29%
O=C(Cc1ccc2c(c1)OCCO2)N1CCN(S(=O)(=O)c2cccs2)CC1	-26%	2%	?	12%	-2%	-5%	4%	-21%	84%[activator]
CCN(CC)CCCN1C(=O)C(O)=C(C(=O)c2ccco2)C1c1ccc(OC(C)C)cc1 (stereo not given)	8%	7%	?	-15%	-7%	-12%	-1%	-15%	31%[activator]
N#C/C(=C(/O)CCl)c1nc2ccccc2[nH]1	?	-3%	-7%	-14%	0%	?	-12%	-4%	61%[activator]
Cc1ccc(S(=O)(=O)NC(C)c2ccccc2)cc1[N+](=O)[O-] (stereo not given)	0%	30%	2%	-16%	-25%	-12%	-9%	-13%	41%[activator]
O=S(=O)(c1ccccc1)N1CCC2(CCCN(c3ncccn3)C2)CC1	/	12%	-1%[12.7 µM]	/	-3%[60.1 µM]	/	0%	/	/
O=C(NNC(=O)c1csc(-c2cnccc2C(F)(F)F)n1)c1ccc(C(F)(F)F)cc1	3%	-2%	44%[59 µM]	1%	2%	0%	-8%	-16%	111%[activator]
COc1ccc(S(=O)(=O)N2CCOC2CNC(=O)C(=O)NCCN2CCOCC2)cc1C (stereo not given)	19%	14%	26%	-10%	-8%	-21%	-2%	-8%	24%
COc1ccc(C(CC(=O)Nc2ccc(C)cn2)N2Cc3ccccc3C2=O)cc1OC (stereo not given)	-2%	/	?	-37%	4%	5%	-1%	-7%	18%
CC1CCCC(C)N1CC(O)Cn1c2ccccc2c2ccccc21 (stereo not given)	95%	12%	1%	-11%	-8%	-30%	-5%	1%	-2%
COc1ccc(C(=O)Nc2nc(-c3ccccn3)cs2)cc1S(=O)(=O)N1CCOCC1	/	34%	/	/	-11%	1%	/	25µM*	33%[activator]
CCCCOc1ccc(NC(=O)C(=O)NCCCn2ccnc2)cc1	7%	-5%	-15%	-36%	-14%	-7%	-2%	-22%	-2%
CCOC(=O)C1(c2nc(N)cs2)COC(=O)C1 (stereo not given)	7%	5%	?	-3%	-8%	-14%	-1%	-19%	22%
COC(=O)c1ccc(NC(=O)CN2CCN(c3cccc(Cl)c3)CC2)cc1	-1%	-9%	-21%[12.7 µM]	-6%	-11%	-10%	-12%	-23%	0%
Cc1ccccc1N(C(=O)CNC(=O)c1ccco1)C(C(=O)NC1CCCCC1)c1ccncc1 (stereo not given)	45%	4%[12.4 µM]	-4%[59 µM]	9%	-12%	-7%	2%	-9%	29%
CC1CC1c1ccc(/C=C(\C#N)C(=O)Nc2ccccc2Cl)o1 (stereo not given)	?	-2%	1%[59 µM]	-33%	-9%	-26%	-9%	1%	46%[activator]
COc1ccccc1NS(=O)(=O)c1ccc(NC(=O)N2CCCCC2)cc1	-1%	-9%	/	-13%	-10%	-17%	-3%	-18%	17%
Cc1ccc(N2C(=O)CS(=O)(=O)CC2=O)cc1	-2%	-2%	32µM*	-18%	5%	-12%	-6%	-6%	-25%
CCCOC(=O)c1ccc(Cl)c(NC(=O)c2cccnc2)c1	9%	0%	0%	4%	/	/	-2%	/	/
CC(C)c1ccc(NC(=O)C2CCN(S(=O)(=O)c3ccc(Br)s3)CC2)cc1	31%	/	6%[59 µM]	-21%	-12%	-15%	-7%	-12%	11%
O=C(NCCF)[C@H]1C[C@@H]1[C@H](NP(=O)(c1ccccc1)c1ccccc1)c1ccccc1	3%	?	-25%	?	-15%	-20%	-2%&1%	-18%	?
Cc1cccc(C(C)Nc2ccc([N+](=O)[O-])cn2)c1 (stereo not given)	11%	-1%	1%[0.0925 µM]	-30%	-7%	-10%	-2%	-30%	9%
Cc1c(N)ccc(-n2nc3ccccc3n2)c1C	/	/	/	/	-12%	-16%	/	-6%	53%[activator]
O=C(COc1ccc(Cl)cc1Cl)N1CCCC1	-2%	9%	?	-6%	-9%	-2%	-4%	-12%	-13%
CSc1nnc(Cc2cc(=O)[nH]c(=O)[nH]2)n1-c1cc(C)ccc1C	-16%	-3%	?	-4%	-3%	-11%	-3%	-17%	13%
CCc1ccccc1NC(=O)Cn1nnc(C(=O)Nc2ccc(OC)c(OC)c2)c1N	-1%	/	-4%[59 µM]	7%[57.1 µM]	-3%	-2%	1%	1%	0%

An excerpt (hit frequency here may not be typical).
